Screens deposited in PubChem by The Scripps Research Institute Molecular Screening Center.
TAAR1 ag = human TAAR1 agonists, primary screen, Fluo-8 calcium fluorescence, CHO RD-HGA16 cells | Trace amine-associated receptor 1 (Homo sapiens), Q96RJ0 | vehicle wells 0%, saturating PEA agonist 100% | activation, % at 3 µM | actives 0.99% (n = 360,000);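 active means activation above the mean activation of all test compounds in the run plus 3 SD, cut at about 38% in these data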
Target sequence (Q96RJ0 whole entry, looked up): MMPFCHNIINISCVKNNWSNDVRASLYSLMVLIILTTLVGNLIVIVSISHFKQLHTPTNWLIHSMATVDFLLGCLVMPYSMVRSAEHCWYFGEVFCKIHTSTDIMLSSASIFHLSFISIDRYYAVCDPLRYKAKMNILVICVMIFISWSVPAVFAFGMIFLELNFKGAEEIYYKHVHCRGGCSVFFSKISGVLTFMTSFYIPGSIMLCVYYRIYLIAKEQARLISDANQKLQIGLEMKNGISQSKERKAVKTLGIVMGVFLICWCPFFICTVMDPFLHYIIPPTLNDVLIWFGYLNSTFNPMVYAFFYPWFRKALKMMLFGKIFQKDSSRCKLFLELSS
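System: CHO RD-HGA16 cells carrying human TAAR1 plus Gα16; Incubation: 17-24 h seeding, 75 min 37 °C dye, 30 min RT; Measured by: Fluo-8 fluorescence, 5 s baseline then 140 s kinetic read; Control set: DMSO and PEA EC100; Replication: single well for each compound.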
TAAR1 antagonist = human TAAR1 antagonists, primary screen, Fluo-8 calcium fluorescence, CHO RD-HGA16 cells; inhibition, % at 3 µM; actives 1.5% (n = 360,000); antagonist; Trace amine-associated receptor 1 (Homo sapiens), Q96RJ0; AID 624466, 2012;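 active means inhibition above a per-plate cutoff, the mean inhibition of test compounds on that plate plus 3 SD, cut at about 49% in these data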;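 further: 0% = DMSO plus EC80 beta-PEA response and 100% = DMSO alone without agonist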
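test system = CHO RD-HGA16 cells bearing hTAAR1 | replication = singlicate | controls = DMSO-only wells and EC80 β-PEA-stimulated wells | reagent = EC80 β-phenethylamine stimulus | read-out basis = percent inhibition of PEA-evoked calcium signal, max/basal emission ratio | schedule = seeding 17-24 h prior, 75-min 37 °C, 30-min RT dye loading | signal = kinetic Fluo-8 calcium fluorescence measurement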
* marks the source's active call; other numbers are inactive results. An excerpt; rates above refer to the full screens.

SMILES	TAAR1 ag	TAAR1 antagonist
CSC1=Nc2ccccc2N=C(N2CCCC2)C1	0	0
O=c1[nH]c2ccccc2c(O)c1-c1cc2ccccc2oc1=O	3	3
CCCCOCC1CN(CCCC)S(=O)(=O)c2c(cccc2Sc2ccc(SC)cc2)O1 (stereo not drawn)	1	-31
O=C(N[C@@H](Cc1cccnc1)C(=O)N1CCC[C@H]1C(=O)NC1CCCC1)c1cccs1	1	-16
CN(Cc1ccccc1)C(=O)c1cccc(NC(=O)Cc2cccc(NC(=O)C3CCN(C(=O)CCc4ccccc4)CC3)c2)c1	6	-3
COCCCNC(=O)C[C@H]1C[C@@]2(C(=O)OC)C(=C[C@H](C(C)(C)C)O[C@@H]2C)N(CCC2=CCCCC2)C1=O	-2	-7
COc1ccccc1CCn1cnc(-c2cccc(F)c2)c1C(C)C	14	40
COc1ccc(OC)c(CN(CC(F)(F)F)S(=O)(=O)c2ccccc2Br)c1	1	-1
Cc1cc(N/C(=C\C(=O)c2ccccc2)c2ccccc2)ccc1Br	-1	-22
O=C(CSC1CCc2ccccc21)NNC(=O)Nc1ccc(Cl)cc1 (stereo not drawn)	7	0
CC(C)(C)S(=O)(=O)N1Cc2cc(CO)ccc2[C@H]1CCO	3	-12
COc1cc(F)ccc1Oc1cccc2c1S(=O)(=O)N([C@H](C)c1ccccc1)C[C@@H](COCc1ccccc1)O2	4	-15
CC(C)(C)S(=O)(=O)N1C[C@H]2C(=C(CCO)C[C@H]3C(=O)N(c4ccccc4)C(=O)[C@H]32)[C@@H]1CCO	1	-15
COc1ccc(N2CCC(CNC(=S)Nc3cccc(OC)c3)C2)cc1 (stereo not drawn)	4	-17
Nc1ccc2ccc(NS(=O)(=O)N3CCCCC3)cc2c1	3	-8
CCc1cc2c(nc1CC)CCCN2S(=O)(=O)c1cccs1	-1	-32
CC(C)N(C[C@@H]1CSCCS(=O)(=O)N1)C1CCCCC1	0	2
O=c1[nH][nH]c2c([N+](=O)[O-])ccc(F)c12	1	-6
C[C@@H]1CN([C@@H](C)CO)C(=O)c2cc(NC(=O)Nc3ccc4c(c3)OCO4)ccc2O[C@@H](C)CCCCO[C@@H]1CN(C)CC1CCCCC1	-1	14
CCN(CC)C(=O)[C@H]1C[C@@H]2[C@H](C[C@@H](c3ccccc3)[C@H]1C)N(c1ccc(F)cc1)C(=O)N2CCCOc1ccccc1	4	69*
CC1(C)OC(=O)C2=C(CC(CCc3ccccc3)OC2c2cccc(C(F)(F)F)c2)O1 (stereo not drawn)	-1	1
Cc1ccc(-c2nnc(SCC(=O)NNC(=O)COc3cccc4ccccc34)n2C)cc1	-1	3
Nc1ncnc(N)c1NC(=O)c1ccccc1	2	-28
COC(=O)[C@]12C[C@H](CC(=O)NCC3CCCCC3)C(=O)N(CCc3ccc(OC)c(OC)c3)C1=C[C@H](C(C)(C)C)O[C@@H]2C	-2	-5

A second format for some results above.
O=C(N[C@@H](Cc1cccnc1)C(=O)N1CCC[C@H]1C(=O)NC1CCCC1)c1cccs1
  TAAR1 ag: 1
  TAAR1 antagonist: -16

O=C(CSC1CCc2ccccc21)NNC(=O)Nc1ccc(Cl)cc1 (stereo not drawn)
  TAAR1 ag: 7
  TAAR1 antagonist: 0

C[C@@H]1CN([C@@H](C)CO)C(=O)c2cc(NC(=O)Nc3ccc4c(c3)OCO4)ccc2O[C@@H](C)CCCCO[C@@H]1CN(C)CC1CCCCC1
  TAAR1 ag: -1
  TAAR1 antagonist: 14

17 of the compounds above, in CSV form.
canonical_smiles,TAAR1 ag,TAAR1 antagonist
COCCCNC(=O)C[C@H]1C[C@@]2(C(=O)OC)C(=C[C@H](C(C)(C)C)O[C@@H]2C)N(CCC2=CCCCC2)C1=O,-2,-7
COc1ccccc1CCn1cnc(-c2cccc(F)c2)c1C(C)C,14,40
COc1ccc(OC)c(CN(CC(F)(F)F)S(=O)(=O)c2ccccc2Br)c1,1,-1
Cc1cc(N/C(=C\C(=O)c2ccccc2)c2ccccc2)ccc1Br,-1,-22
O=C(CSC1CCc2ccccc21)NNC(=O)Nc1ccc(Cl)cc1 (stereo not drawn),7,0
CC(C)(C)S(=O)(=O)N1Cc2cc(CO)ccc2[C@H]1CCO,3,-12
COc1cc(F)ccc1Oc1cccc2c1S(=O)(=O)N([C@H](C)c1ccccc1)C[C@@H](COCc1ccccc1)O2,4,-15
CC(C)(C)S(=O)(=O)N1C[C@H]2C(=C(CCO)C[C@H]3C(=O)N(c4ccccc4)C(=O)[C@H]32)[C@@H]1CCO,1,-15
COc1ccc(N2CCC(CNC(=S)Nc3cccc(OC)c3)C2)cc1 (stereo not drawn),4,-17
Nc1ccc2ccc(NS(=O)(=O)N3CCCCC3)cc2c1,3,-8
CCc1cc2c(nc1CC)CCCN2S(=O)(=O)c1cccs1,-1,-32
CC(C)N(C[C@@H]1CSCCS(=O)(=O)N1)C1CCCCC1,0,2
O=c1[nH][nH]c2c([N+](=O)[O-])ccc(F)c12,1,-6
C[C@@H]1CN([C@@H](C)CO)C(=O)c2cc(NC(=O)Nc3ccc4c(c3)OCO4)ccc2O[C@@H](C)CCCCO[C@@H]1CN(C)CC1CCCCC1,-1,14
CCN(CC)C(=O)[C@H]1C[C@@H]2[C@H](C[C@@H](c3ccccc3)[C@H]1C)N(c1ccc(F)cc1)C(=O)N2CCCOc1ccccc1,4,69*
CC1(C)OC(=O)C2=C(CC(CCc3ccccc3)OC2c2cccc(C(F)(F)F)c2)O1 (stereo not drawn),-1,1
Cc1ccc(-c2nnc(SCC(=O)NNC(=O)COc3cccc4ccccc34)n2C)cc1,-1,3

Further structures
SMILES	TAAR1 ag	TAAR1 antagonist
Cc1nc2c(C(=O)N3CCOCC3)cnn2c(C)c1Cc1cccc(Cl)c1	5	-12
COC(=O)C1=C(C)N(Cc2ccc(C(F)(F)F)cc2)C(=NCc2ccc3c(c2)OCO3)NC1c1cccc(Cl)c1 (stereo not drawn)	29	49*
O=C(NS(=O)(=O)c1cccc(F)c1)[C@H]1O[C@@H](n2ccc(=O)[nH]c2=O)[C@H](O)[C@@H]1O	2	-28
O=C([O-])c1cc(-c2ccccc2)cc(-c2ccccc2)[n+]1Cc1ccccc1	8	30
Cc1cc2c(c(=O)o1)[C@@]1(C(=O)N(C)c3ccc([N+](=O)[O-])cc31)C1=C(CCCC1=O)O2	1	-5
CCCCc1c(-c2ccccc2OC)ncn1Cc1ccc(C)cc1	6	28
CCN1C(=O)/C(=C\c2ccc(-c3cccc(C(=O)OC)c3)o2)SC1=Nc1ccc(C(=O)O)cc1	9	-6
C=CCCC[C@H]1OC(=O)[C@H](C)NC(=O)[C@H](C(C)C)NC(=O)[C@@H]2CCCN2C(=O)[C@H](Cc2ccccc2)OC(=O)[C@@H](C(C)C)N(C)C(=O)[C@H](C(C)C)NC(=O)C1(C)C	-3	-43
COC(=O)C1=C(C)N(Cc2ccccc2C(F)(F)F)C(=NCc2ccccc2)NC1c1ccc(F)cc1 (stereo not drawn)	7	-2
O=C(CCc1c[nH]c2ccccc12)Nc1ccc(Nc2ccccc2)cc1	6	36
COC(=O)[C@]12C[C@H](CC(=O)NCCCCc3ccccc3)C(=O)N(Cc3ccccc3)C1=C[C@H](C(C)(C)C)O[C@@H]2C	2	-30
COC(=O)c1cc2c(c3c4ccccc4n(S(=O)(=O)c4cccc(C)c4)c13)C(=O)N(Cc1ccccc1OC)C2	-1	3
C[C@H]1Cn2cnc(C(=O)N(C)Cc3ccccc3)c2C(=O)N1	-1	-5
COc1ccc(C=CC(=O)c2c(N)n(C)c(=O)n(C)c2=O)cc1	1	-3
O=C1C(=Cc2cccs2)CCc2ccccc21	4	-14
C#CCN1CC(COCCCC)Oc2cccc(Oc3ccc(C(C)(C)C)c(C)c3)c2S1(=O)=O (stereo not drawn)	-1	-6
COC(=O)C1=C(C)NC(=S)NC1c1ccc(OC)cc1 (stereo not drawn)	2	-23
C(=C/c1ccccc1)/c1ccccc1	1	-11
CN1OC[C@@H]2CN(C(=O)C3CCCCC3)[C@H](c3ccc(N4CCCCC4)cc3)C[C@@H]21	-1	-12
C[C@@H]1CN([C@@H](C)CO)C(=O)CCCn2cc(nn2)CO[C@H]1CN(C)C(=O)C1CC1	2	-12
O=C(CCNC(=O)c1ccccc1)N=Nc1c(O)[nH]c2ccccc12	-1	-1
COc1ccc(C2CC(=O)C(c3cccc(Cl)c3)=CN2Cc2ccccc2)cc1 (stereo not drawn)	6	-14
CN(C)CCCNC(=O)c1c(N)[nH]c(C(=O)c2ccc(Br)cc2)c1-c1ccc(Br)cc1	2	-14
Cc1cc2c(nc1C)CCCN2C	0	0
COC(=O)c1ccc(OC(=O)c2ccccc2F)cc1	0	-8
COC(=O)[C@]12C[C@H](CC(=O)N3CCSCC3)C(=O)N(Cc3ccccc3)C1=C[C@H](C(C)(C)C)O[C@@H]2C	-2	-30
COC(=O)C1=C(C)N(Cc2ccc(C(F)(F)F)cc2)C(=NCc2ccccc2)NC1c1ccc(Cl)cc1 (stereo not drawn)	17	43
Cc1ccc2cccc(OCC(=O)c3cc(C)n(Cc4ccco4)c3C)c2n1	3	9
COC(=O)Cc1nnn2c1[C@H](C)[C@H](c1ccccc1Br)OC[C@@H]2c1ccccc1	3	-3
COC(=O)C[C@@H]1C[C@H]2c3cc(NC(=O)Nc4ccccc4F)ccc3O[C@H]2[C@@H](CO)O1	0	8
COC(=O)C1=C(C)N(Cc2cccc(C(F)(F)F)c2)C(=NCc2ccc(OC)cc2)NC1c1ccc(F)cc1 (stereo not drawn)	31	53*
CCCCNC(=O)C[C@H]1C[C@@]2(C(=O)OC)C(=C[C@H](C(C)(C)C)O[C@@H]2C)N(Cc2ccccc2)C1=O	-2	-42
CCOC(=O)N1CCN(C(=O)C[C@H]2C[C@@]3(C(=O)OC)C(=C[C@H](COCc4ccccc4)O[C@@H]3C)N(Cc3ccc4c(c3)OCO4)C2=O)CC1	-2	-10
COc1ccc(NC(=O)COC(=O)c2c(F)cccc2Cl)cc1OC	3	20
COC(=O)[C@]12C[C@H](CC(=O)N3CCN(C(=O)c4ccco4)CC3)C(=O)N(CCC3=CCCCC3)C1=C[C@H](COCc1ccccc1)O[C@@H]2C	-2	-13
O=C(NCC1CCN(C(=O)C(=O)c2cccs2)CC1)c1cccnc1	1	2
NC(=O)c1c(N)[nH]c(C(=O)c2ccccc2)c1-c1ccc(Cl)cc1Cl	1	-11
Nc1ccn([C@@H]2O[C@H](C(=O)N[C@H](Cc3ccccc3)C(=O)NCC(=O)N3CCOCC3)[C@@H](O)[C@H]2O)c(=O)n1	0	-15
CNC(=S)NNC(=O)c1cccn(Cc2ccc(Cl)cc2Cl)c1=O	3	11
CCNC(=O)N1CCN(c2ccc(N3CCN(Cc4ccccc4)[C@H](C)C3)c(C)c2)[C@H](C)C1	3	-20
CC(C)CNc1ccc2c(c1)OC[C@H](CC(C)C)NS2(=O)=O	1	-3
Cc1c(C2C(C#N)=C(N)N(c3cccc([N+](=O)[O-])c3)C3=C2C(=O)CCC3)cnn1C (stereo not drawn)	5	-6
C#CCN(Cc1ccco1)C(=O)c1nnc2c3ccccc3n(S(=O)(=O)c3ccccc3)c2n1	0	-14
COc1ccc(/C=N/NC(=S)Nc2ccccc2)cc1COc1ccccc1F	-1	-9
O=C(NCc1ccccc1)[C@@H]1CCCN1C(=O)[C@H]1CCCN1C(=O)c1ccccc1C(F)(F)F	1	8
COc1ccc(-c2cccc3[nH]c4c(c23)CCN2C(=O)[C@H]3[C@H](C)ON(C)[C@H]3C[C@@H]42)cc1	9	50*
CCOC1=C2CN(S(=O)(=O)c3ccccc3)[C@@H](c3ccccc3)C[C@H]2[C@H]2C(=O)N(c3ccccc3)C(=O)[C@H]2C1	7	8
NC(=O)c1ncn([C@@H]2O[C@H](C(=O)O)[C@@H](O)[C@H]2O)n1	2	-12
C=CC[C@]12C[C@@]3(O[C@H](C4CCCCC4)N=C3C[C@H](c3ccc(OC)cc3)[C@H]1C)N(Cc1ccncc1)C2=O	-2	-51
Cc1cc2c(c(=O)o1)[C@@]1(C(=O)N(C)c3ccccc31)C1=C(CCC1=O)O2	2	-17
